MC4R antag cAMP: blocks human MC4R cAMP signaling. MC4R-expressing cells, MTII-stimulated cAMP, LANCE TR-FRET. AID 540295. P32245. inhibition, % at 6.5 µM. actives 0.48% (n = 360,000);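 active = inhibition above its plate's cutoff, the mean of tested wells on that plate plus 3 SD, cut at about 29% in these data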;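 also: 0% = Melanotan II alone and 100% = Melanotan II plus saturating MCL0020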
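Assay system: human MC4R-expressing U2OS cells; reagent: Melanotan II stimulation of cells; dosing: 6.5 µM single dose; timing: compound 30 min, challenge 1 h, detection 1 h; signal: TR-FRET cAMP assay; replicates: one well per compound, no replicates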
CaV13 ICDI inh: Primary screen for inhibitors of IQ motif and Ca2+-dependent inactivation inhibitor domain binding in CACNA1D, Förster resonance energy transfer in living cells, … | actives 0.098% (n = 340,000) | HEK cells, CFP/YFP FRET ICDI-IQ, plate reader, 10 min; percent FRET-ratio fall versus neutral wells | inhibition, % at 12.3 µM | AID 743397;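 active = mean replicate inhibition of at least 30% and at least 1% of replicates passing that level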;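 also: 0% = median of the neutral control wells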
Vif imaging: blocks HIV Vif function | HEK293T cells, Vif self-association by quenched fluorescence, imaging, 24 h | inhibition, % at 7.49 µM | actives 0.35% (n = 340,000) | AID 602346; in the data active = inhibition above about 50%, passing the limit was not always enough; also: some results filed as inactive read as strong as hits
N-glyco inh: blocks N-linked glycosylation in D54 reporter cells; D54 ERlucT glycosylation luciferase reporter, 24 h; percent of 100 nM tunicamycin response; reporter increase, % at 12.5 µM; actives 0.23% (n = 360,000); AID 588692;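 active = mean luciferase reporter signal, scaled so untreated is 0 and the glycosylation-blocking control 100, at or above a set limit in every replicate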;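 also: luciferase carries N-glycosylation sites so blocking glycosylation raises the light; 0% = median of neutral control wells and 100% = median of 100 nM tunicamycin wells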
ABCB6 inh 2: inhibitors of human ABC transporter ABCB6; Q9NP58; K562-ABCB6 porphyrin accumulation, flow cytometry, 1 h; stronger effect = lower value; fluorescence ratio to DMSO, % at 10 µM; actives 0.19% (n = 360,000); AID 602162;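 active = fluorescence ratio to DMSO below 75%, the collection mean minus 3 SD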;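 also: signal is porphyrin accumulated inside mitochondria; 100% equals median channel fluorescence of DMSO control wells; lower ratio means ABCB6 inhibition with less porphyrin fluorescence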
MC4R barr agon: human MC4R agonism via beta-arrestin. U2OS MC4R beta-arrestin complementation, luminescence; percent of melanotan II response, DMSO zero. activation, % at 8.9 µM. P32245. AID 540308. actives 0.98% (n = 360,000);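 active = activation above a per-plate cutoff, the mean activation of sample wells on that plate plus 3 SD, cut at about 8% in these data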
m5-HT2A agonist: activates the mouse 5-HT2A serotonin receptor | P35363 | CHO-K1 mHTR2A beta-arrestin complementation, luminescence; percent of 30 µM serotonin response | activation, % at 7.6 µM | actives 0.66% (n = 360,000) | AID 624169;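 active = activation above a run cutoff, the mean activation of all tested compounds plus 3 SD, cut at about 14% in these data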;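 also: 0% = plate median of compound wells and 100% = 30 µM serotonin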
Target sequence (P35363 whole entry, looked up): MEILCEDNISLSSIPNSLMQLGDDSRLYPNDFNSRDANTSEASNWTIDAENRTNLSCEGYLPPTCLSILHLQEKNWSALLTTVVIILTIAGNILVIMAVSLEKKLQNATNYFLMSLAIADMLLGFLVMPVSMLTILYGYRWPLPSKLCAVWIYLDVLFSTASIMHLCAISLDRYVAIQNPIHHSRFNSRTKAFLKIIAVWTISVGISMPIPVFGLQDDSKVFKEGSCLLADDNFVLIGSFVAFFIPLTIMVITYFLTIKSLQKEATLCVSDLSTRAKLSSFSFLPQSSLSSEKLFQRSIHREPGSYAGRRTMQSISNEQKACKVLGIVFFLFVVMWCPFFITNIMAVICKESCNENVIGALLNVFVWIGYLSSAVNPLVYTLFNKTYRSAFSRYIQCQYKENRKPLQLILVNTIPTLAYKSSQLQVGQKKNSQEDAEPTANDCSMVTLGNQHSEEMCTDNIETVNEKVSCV
H9c2 protect: protects H9c2 cardiomyocytes from peroxide injury; actives 0.63% (n = 360,000); protection from H2O2 cell death, % at 20 µM; H2O2 injury protection, ATPLite, 2 h;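 active = compounds giving at least 50% protection of heart cells from peroxide-induced death in the single-dose screen, raw or plate-pattern-corrected value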;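 also: 0% = DMSO wells with peroxide and 100% = DMSO wells without peroxide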
PDI turbidity: PDI (human) enzyme inhibition; inhibition, % at 10 µM; AID 588391; actives 0.052% (n = 350,000); PDI insulin aggregation turbidity, A650, 90 min;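 active = mean inhibition across replicates of 30% or more, whatever share of single replicates reach that level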;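 also: absorbance from insulin aggregation driven by PDI reduction with DTT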
Target sequence (P07237 whole entry, looked up): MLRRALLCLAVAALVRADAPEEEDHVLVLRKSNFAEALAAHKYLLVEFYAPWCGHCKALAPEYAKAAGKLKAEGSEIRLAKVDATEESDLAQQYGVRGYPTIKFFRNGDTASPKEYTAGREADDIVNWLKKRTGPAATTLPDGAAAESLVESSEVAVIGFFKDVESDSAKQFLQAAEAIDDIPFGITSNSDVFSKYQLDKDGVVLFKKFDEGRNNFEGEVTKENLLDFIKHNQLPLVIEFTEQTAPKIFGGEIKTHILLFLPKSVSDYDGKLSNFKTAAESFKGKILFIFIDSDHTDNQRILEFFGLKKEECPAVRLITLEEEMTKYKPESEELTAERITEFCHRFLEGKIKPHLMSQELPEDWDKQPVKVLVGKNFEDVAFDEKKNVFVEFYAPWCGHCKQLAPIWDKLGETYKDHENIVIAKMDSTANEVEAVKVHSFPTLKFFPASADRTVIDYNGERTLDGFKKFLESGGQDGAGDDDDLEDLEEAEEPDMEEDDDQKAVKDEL
aDG glyco act: alpha-DG glycosylation activation; Pro5-aDG cells, alpha-DG glycosylation AlphaScreen (IIH6); 0% Pro5, 100% B10-LARGE cell signal; activation, % at 10 µM; actives 0.22% (n = 360,000); AID 624168;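 active = activation of at least 8% versus controls, or a plate z-score of at least 8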;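 also: Pro5 are CHO cells carrying HIG-tagged alpha-DG that lacks glycosylation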
* = called active by the depositor; · = not tested or not shown.

SMILES	MC4R antag cAMP	CaV13 ICDI inh	Vif imaging	N-glyco inh	ABCB6 inh 2	MC4R barr agon	m5-HT2A agonist	H9c2 protect	PDI turbidity	aDG glyco act
CC(=O)N(C)C[C@@H]1Oc2ncc(C#Cc3ccc(F)cc3)cc2C(=O)N([C@@H](C)CO)C[C@H]1C	-5	-7	-3	-1	97	0.1	-2	-7	-3	0.0
COc1ccc(OC)c(NC(=O)c2ccccc2NS(=O)(=O)c2cccc3cccnc23)c1	14	·	0	0	96	-1.5	2	7	-6	0.0
O=C(NCC(c1ccco1)N1CCCC1)c1cccc(NS(=O)(=O)c2ccc(Br)cc2)c1 (centres undefined)	-4	-5	25	-2	98	-1.7	-8	6	-12	-0.3
C=CCN1C(=O)C(Cc2ccc(F)cc2)S/C1=N/N=C/c1cccs1 (centres undefined)	3	-5	-10	-1	104	-2.8	-3	6	-4	-0.1
CCc1ccc(-c2nnn(CCC#N)n2)cc1	-1	-5	18	-3	97	-2.1	0	-4	4	-0.3
CC(C)Cc1ccc(C(=O)Nc2ccc(Cc3ccncc3)cc2)o1	5	-6	3	-6	102	-0.2	-7	-3	-5	0.7
Cc1cc(-c2nnc(CCC(=O)N3CCN(Cc4cccc(F)c4)CC3)o2)c(C)o1	-4	-6	0	3	89	-4.2	-3	3	-3	-0.3
CCN(CC(=O)Nc1c(F)cccc1F)C(=O)CNC(=O)C1CCCCC1	5	-6	-1	-2	99	-1.1	-1	5	-6	-0.3
O=C(CSc1ccccc1)NCC1(N2CCCCC2)CCCCC1	14	-4	15	-3	105	1.4	-3	4	-6	-0.1
O=C(CCc1ccccc1)Nc1ccnn1C1CCN(Cc2ncc[nH]2)CC1	0	-7	-4	1	95	-3.3	4	-4	2	0.0
COc1cc(C=NNC(=O)c2ccc(NS(=O)(=O)c3cccs3)cc2)cc(Br)c1O	10	-7	7	-3	99	0.5	-3	0	9	0.0
Cc1cccc(NC(=O)CSc2nnc(CNC(=O)c3ccco3)n2C)c1C	-5	-5	-2	0	106	-1.3	3	7	-3	-0.1
COc1ccc(N(CC(=O)Nc2ccc(S(=O)(=O)N3CCOCC3)cc2)S(C)(=O)=O)cc1OC	-2	-11	·	1	100	-0.8	-2	-1	-3	-0.6
COC(=O)C1=C(C)NC(=O)NC1c1c(O)ccc2ccccc12 (centres undefined)	1	-10	-1	0	97	-1.0	3	-5	4	0.1
CC(C)C(C(=O)NCc1ccco1)N(C(=O)CNS(=O)(=O)c1ccccc1)C1CCCC1 (centres undefined)	9	·	1	3	102	0.7	-1	7	0	0.0
O=c1nccc(N/N=C/c2cccc(O)c2)[nH]1	-2	-9	-5	0	97	0.5	3	-5	4	0.2
COc1ccccc1S(=O)(=O)Cc1ccc(C(=O)NCc2ccccc2)o1	4	-2	4	0	98	-0.8	2	8	0	0.3
COc1cccc(C2c3cc4c(cc3OC(N3CCOCC3)C2C)OCO4)c1O (centres undefined)	1	-5	12	11	94	-1.2	-5	3	-10	-0.2
O=C(c1cc2ccccc2oc1=O)N1CCCCCCC1	-1	22	1	2	96	0.0	0	-5	0	0.0
Cc1cc(OC(=O)c2ccccc2Br)c([N+](=O)[O-])c(=O)[nH]1	-3	-7	15	0	97	-0.8	1	-14	-3	0.0
O=C(Nc1ccc(Oc2cccnc2)cc1)c1ccccc1Cl	1	-5	-8	-4	93	-0.9	-5	-10	-8	1.3
CCOC(=O)c1c(C=O)c(C)n(Cc2ccc(Cl)cc2)c1C	-6	-4	-11	-3	98	-0.2	-1	0	13	0.4
CCN(C[C@H]1N[C@@](Cc2ccccc2)(C(=O)OC)[C@H]2C(=O)N(Cc3ccccc3)C(=O)[C@@H]12)C(C)=O	6	-6	-1	1	98	1.5	9	0	6	-0.2
CCN(C(=O)COc1ccc(C)nc1[N+](=O)[O-])C1CCS(=O)(=O)C1 (centres undefined)	1	-6	-14	1	91	0.2	12	0	14	0.2
Cc1ccc2cc(/C=N/NC(=O)[C@@H]3CCCN3)c(Cl)nc2c1	10	-5	-15	-2	98	-0.1	-3	14	2	0.0

The list goes on, starting with the last 2 of the part before.
SMILES	MC4R antag cAMP	CaV13 ICDI inh	Vif imaging	N-glyco inh	ABCB6 inh 2	MC4R barr agon	m5-HT2A agonist	H9c2 protect	PDI turbidity	aDG glyco act
CCN(C(=O)COc1ccc(C)nc1[N+](=O)[O-])C1CCS(=O)(=O)C1 (centres undefined)	1	-6	-14	1	91	0.2	12	0	14	0.2
Cc1ccc2cc(/C=N/NC(=O)[C@@H]3CCCN3)c(Cl)nc2c1	10	-5	-15	-2	98	-0.1	-3	14	2	0.0
CN(Cc1ccccc1)S(=O)(=O)c1ccc(N2CCCC2=O)cc1	-1	-5	-9	1	95	-3.1	-3	-12	-7	0.0
CCOC(=O)C1(Cc2ccc(OC)cc2)CCN(C(=O)c2cc(C)nn2C)CC1	4	-15	-4	2	98	0.1	-2	-8	6	0.2
COc1cc(O)c(CC=C(C)C)c(O)c1C(=O)CCc1ccc(O)cc1	-4	·	-10	-3	94	36*	2	-14	·	0.2
C/C(N)=C(/C#N)C(=O)COC(=O)C(c1ccccc1)c1ccccc1	18	-6	-5	-2	98	-2.4	1	4	1	0.2
CSCC[C@H](NC(=O)NCc1cccs1)C(=O)O	14	-5	1	3	100	0.9	1	11	-2	-0.1
Cc1cccc(C(=O)OCC(=O)N(C)CC(=O)Nc2ccc(Cl)c(C(F)(F)F)c2)c1	-4	-12	-2	3	95	-2.2	-3	-17	-13	0.5
CC(C)(C)OC(=O)N1CCCC1C(=O)NCCc1ccccc1 (centres undefined)	2	·	22	1	100	0.8	6	0	3	-0.2
Cc1ccc(S(=O)(=O)N2CCN(CC(=O)N(CC(C)C)c3c(N)n(CC(C)C)c(=O)[nH]c3=O)CC2)c(C)c1	1	9	-2	3	104	-1.1	0	5	-85	-0.2
CCC(C)c1ccccc1NC(=O)COc1ccc(-n2cnnn2)cc1 (centres undefined)	1	-5	8	-1	97	1.9	3	8	8	0.5
CCn1cc(C(=O)N[C@@H](C)C(=O)NCCO)c(=O)c2cc3c(cc21)OCO3	14	-21	-1	3	95	0.0	0	3	16	-0.1
CCn1c(=O)c(C(=O)Nc2ccccc2C)c(O)c2ccccc21	7	-8	-11	5	103	-0.9	9	27	3	0.1
COc1ccc(Cn2c(-c3ccc(OC)cc3)n[nH]c2=S)cc1	4	-7	7	1	98	-1.6	-2	9	8	0.0
CCCN1C(=O)c2ccccc2NC1c1ccc(Cl)cc1 (centres undefined)	-1	-16	-5	-1	96	-1.1	8	0	4	-0.1
CCCOc1ccc(C(=O)NCC(C)(C)N2CCOCC2)cc1	7	-3	-5	3	101	-2.4	1	2	5	-0.1
CCc1ccc(NC(=O)CN2CCN(c3ccc(OC)cc3)CC2)cc1	4	-2	-4	3	98	-1.9	7	-8	4	-0.1
CCOC(=O)CC1CCCCN1Cc1nc(-c2ccc(F)c(OC)c2)oc1C (centres undefined)	1	-5	0	4	101	-1.8	1	0	6	0.2
O=C(NC(=S)Nc1ccccc1C(=O)O)c1ccc(-c2ccc(Br)cc2)o1	27	-7	-20	-4	95	-1.9	-5	-2	1	-0.2
O=C(Nc1cccc(S(=O)(=O)N2CCCCC2)c1)C1CCCC1	18	-5	6	-3	90	-2.8	1	-2	14	0.1
N#CCC(=O)Nc1sc2c(c1C(N)=O)CCCC2	-12	-8	-13	1	103	-0.1	-3	0	-5	0.0
Cc1cccc(/C=N/NC(=O)Cc2cccs2)c1	-2	3	0	1	99	-0.3	1	1	-9	-0.1
COc1ccc(N2C(=O)CCC(C(=O)N3CCCCCC3)C2c2ccc(OC)c(OC)c2)cc1 (centres undefined)	-1	-4	0	0	95	-2.0	-3	5	-2	-0.1
CCOC(=O)N1CCN(C(=O)C2CCN(S(=O)(=O)c3ccc(F)cc3)CC2)CC1	12	-2	10	-1	100	-3.2	-2	2	3	-0.5
COc1cccc(NC(=O)NC2CCCCC2C)c1 (centres undefined)	-5	-5	-4	-3	94	0.8	4	-4	2	1.7
COc1ccc(CCN2CCCC(CN(C)Cc3cc(OC)ccc3OC)C2)cc1 (centres undefined)	6	-6	3	0	100	-0.7	-3	14	-12	0.0
CC(CCc1ccccc1)NCc1cccc2ccccc12 (centres undefined)	2	3	27	0	100	4.5	0	1	2	0.2

Continuation:
SMILES	MC4R antag cAMP	CaV13 ICDI inh	Vif imaging	N-glyco inh	ABCB6 inh 2	MC4R barr agon	m5-HT2A agonist	H9c2 protect	PDI turbidity	aDG glyco act
Cc1cc(-c2n[nH]c(=S)n2/N=C/c2c[nH]c3ccccc23)n[nH]1	2	-11	5	0	100	-4.0	-2	-4	-6	0.0
Fc1ccc(-c2nc3c(Cl)cc(C(F)(F)F)cn3c2Cc2cccc(Cl)c2)cc1	·	-7	·	·	112	·	3	·	·	0.0
COc1ccc(CCNC(=O)CNC(=O)N2CC(=O)Nc3ccccc32)cc1OC	0	-13	·	3	101	1.7	0	2	-4	0.1
COc1ccc(N(CC(=O)N/N=C/c2ccc(-c3ccc([N+](=O)[O-])cc3)o2)S(=O)(=O)c2ccc(C)cc2)cc1Cl	0	-9	17	-2	95	-1.3	1	-3	-8	1.6
Nc1nnc(-c2ccncc2)s1	0	·	-1	2	97	-0.9	4	2	-3	-0.4
CC(C)Cc1nnc(NC(=O)c2ccc3c(c2)NC(=O)C(C)S3)s1 (centres undefined)	14	-5	-14	-1	92	1.2	0	-2	1	0.1
COc1ccc(OC)c(/C=N/NC(=O)c2cc[n+](Cc3ccccc3)cc2)c1	3	-2	-5	1	104	0.6	-1	1	3	0.0
Cc1c(C(=O)N2CCc3ccccc3C2)sc2nc(-c3ccccc3)cn12	15	-2	2	0	103	1.0	-3	2	-5	0.5
COc1ccc(OC)c(C2=NOC(C(=O)Nc3ccc4c(c3)OCCO4)C2)c1 (centres undefined)	9	-3	-3	-2	102	-1.2	-1	24	5	0.1
Cc1ccccc1S(=O)(=O)NC1OC(=O)C(Cl)=C1Cl (centres undefined)	5	-2	-4	-7	94	1.6	-1	2	17	0.0
COc1cc2nc(SCc3ccc(Cl)cc3Cl)n(Cc3cccs3)c(=N)c2cc1OC	1	-7	-7	-7	99	-1.2	0	-4	-5	0.3
COc1ccc(CCN2CC(C(=O)NCCCn3nc(C)cc3C)CCC2=O)cc1 (centres undefined)	0	-4	-3	2	94	2.1	18*	-1	1	-0.2
C=CCN(CC=C)CCOc1cccc(Oc2ccccc2)c1	3	4	-6	-3	101	0.8	-6	-20	-7	0.8
N#C/C(=C\c1ccc(OCc2ccc(Br)cc2)cc1)C(=O)Nc1cccc(C(=O)O)c1	-2	-22	7	-10	98	-0.1	8	-14	12	-0.1
COc1ccc(C(=O)Nc2cccc(-c3nnc(-c4ccco4)o3)c2)cc1	5	-7	-13	-1	96	-0.8	3	30	-5	-0.2
Cn1c(=S)c2[nH]c(SCCN)nc2n(C)c1=O	6	-2	-5	-2	100	-0.5	-2	0	-4	0.7
CCN(CC)C(=O)CSc1nnc(-c2cc3ccccc3cc2O)n1CC	4	-5	-16	-2	86	-0.8	0	-4	2	0.7

Source: PubChem BioAssay (several laboratories)
